From PubChem
GCN5L2 inh – blocks human GCN5L2 histone acetyltransferase. Q92830. GCN5L2 HAT assay, ThioGlo1 CoA-SH fluorescence. Potency, µM (titrated, usually from 58.9 µM), for inactives: at the highest dose activity change, negative = inhibition, hits mostly inhibitors. 390,000 compounds, 0.21% hits. AID 504327
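qHTS, 1536-well. 20nM enzyme, pH 7.5 HEPES/EDTA/Tween-20 buffer; 15 min compound preinc., RT. Start: 75uM H3(1-25), 70uM AcCoA, 50uM ThioGlo1. Read Ex340/Em540 at t=0 (autofluorescence flag) and t=20 min.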
N370S GC – inhibitors or activators of N370S glucocerebrosidase for Gaucher disease; P04062; N370S GC spleen homogenate, 4MU-glucoside fluorescence; Potency, µM (highest dose often 59.4 µM), inactives show top-dose activity change, negative = inhibition, hits mostly inhibitors; 330,000 compounds, 0.092% hits;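 further: 0% = full enzyme activity and -100% = no enzyme basal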
FEN1 inhibitor – inhibitors of human flap endonuclease 1; P39748; Recombinant FEN1 flap cleavage, fluorescence, 15 min; Potency, µM (top dose mostly 114 µM), for the others: top-dose activity change, negative = inhibition, usual class: inhibitors; 390,000 compounds, 0.35% hits; AID 588795; further: nearly all actives have a fitted effect of over 65% in size
Target sequence (P39748 whole entry, looked up): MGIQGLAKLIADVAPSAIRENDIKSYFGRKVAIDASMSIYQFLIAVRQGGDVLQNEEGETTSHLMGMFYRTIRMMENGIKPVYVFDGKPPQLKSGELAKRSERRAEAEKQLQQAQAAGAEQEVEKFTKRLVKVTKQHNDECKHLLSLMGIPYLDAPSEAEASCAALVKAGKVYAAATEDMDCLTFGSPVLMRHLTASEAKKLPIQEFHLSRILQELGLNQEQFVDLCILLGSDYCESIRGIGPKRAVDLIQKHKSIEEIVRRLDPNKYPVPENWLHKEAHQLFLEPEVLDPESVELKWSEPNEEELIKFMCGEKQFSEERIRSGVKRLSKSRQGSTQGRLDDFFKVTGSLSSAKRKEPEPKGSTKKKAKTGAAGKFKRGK
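Nuclease activity of 10 nM FEN1 was measured after 15 min of room-temperature exposure to titrated compounds, by adding 50 nM flap substrate and reading plates at 0 and 15 min.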
* marks the source's active call; other numbers are inactive results; ? = inconclusive; · = no result given; [ ] = another dose, or the depositor's remark. The call rests on the fitted dose curve; in most records, active means well fitted curve in the direction sought with a large enough effect; inconclusive means small, poorly fitted or top-dose-only effect, or another doubt; inactive means no such curve, though single readings can be large; an effect the other way counts as inactive or inconclusive. Unless noted, on the % scale 0 is the no-effect control and ±100 the full control effect; potency means the concentration at half of the fitted maximal effect.

item	structure	GCN5L2 inh	N370S GC	FEN1 inhibitor
1	Cc1cc(C)cc(NC(=O)CN2C(=O)c3ccccc3Sc3ccc(C(=O)N4CCOCC4)cc32)c1	-6%	·	4%
2	CCC1C2CN(C(C)=O)CC=C2C(C#N)=C(N)C1(C#N)C#N (stereo not drawn)	-8%	-7%	2%
3	COc1ncnc2c1N[C@@](C)(O)c1c(F)c(F)c(F)c(F)c1S2	-16%	1%	3%
4	CCC1(CC)N([O-])C(C)=C(c2ccccc2)[N+]1=O	-19%	-3%	-9%
5	COC(=O)c1ccc(Cc2ccc(C(=O)OC)o2)o1	2%	-5%	-3%
6	CCOc1ccc(C(=O)NCCc2sc3nc(-c4ccc(Cl)cc4)nn3c2C)cc1OCC	-3%	·	20%
7	O=C(Nc1cccc(C(F)(F)F)c1)c1cc(-c2ccc(Cl)s2)nc2ccccc12	-1%	·	0%
8	CCOC(=O)C1CCCN(Cc2ccc(OC)c(OCc3ccccc3)c2)C1 (stereo not drawn)	-7%	-4%	-18%
9	O=CN1CCN(C(=O)c2ccc(Br)o2)CC1	-1%	-2%	2%
10	Cc1ccc2c(=O)cc(C(F)F)oc2c1	-2%	10%	2%
11	COCC(=O)N1CCC(Oc2ccc(C(=O)N3CCCCCCC3)cc2)CC1	-15%	-3%	5%
12	O=S(=O)(NCCC1=CCCCC1)c1ccc(Br)cc1	-9%	12%	-12%
13	Cn1c(CNC(=O)c2ccccc2F)nnc1SCc1nc2ccccc2c(=O)[nH]1	-6%	6%	·
14	O=C(NCCc1ccc(F)cc1)N1CCOCC1	6%	1%	4%
15	COc1ccc(C2NC3=C(CCCC3)C(C#N)(C#N)C2(C#N)C#N)cc1 (stereo not drawn)	-11%	-10%	·
16	O=C(O)CCc1nnc(SCC(=O)Nc2ccc(Br)cc2)[nH]c1=O	-4%	-8%	-8%
17	COc1ccc(Nc2nnc(SCC(=O)/C=C3/N(C)c4ccccc4C3(C)C)s2)cc1	-12%	?	-15%
18	CCOc1ccc(OCc2ccc(C(=O)NN=Cc3ccc[nH]3)cc2)cc1	-19%	·	5%
19	Cc1cc(N2CCN(C)CC2)nc2ccc(NC(=S)NCc3cccs3)cc12	-5%	-6%	-17%
20	Cc1cc(C)nc(SCC(=O)c2cc3ccccc3oc2=O)n1	-5%	12%	-1%
21	COc1ccc2nc(N(CCN(C)C)C(=O)c3ccc4ccccc4c3)sc2c1	2%	2%	1%
22	CCC(=O)Nc1ccc2c(c1)nc1n2CCN(CCOC)C1	-13%	0%	-6%
23	COc1cccc2cc(-c3nc(-c4cccs4)cs3)c(=O)oc12	-6%	4%	9%
24	CC(=O)c1c(C)[nH]c(C(=O)Nc2cc(C)ccc2C)c1C	-8%	5%	-7%
25	Nc1c(Cl)nc(-c2ccccc2)nc1Cl	-5%	-3%	-13%
26	CC(=O)N1CCN(C(=O)c2cc(C)oc2C)CC1	-2%	·	23%
27	CCC(=O)Nc1ccccc1C(=O)OCc1cc(=O)n2cc(C)sc2n1	-4%	·	0%
28	CCOC(=O)c1cc(S(=O)(=O)Nc2ccc(F)cc2F)cn1C	-3%	-13%	-13%
29	C=CCn1c(CNC(=O)c2ccco2)nnc1SCC(=O)N1c2ccccc2Sc2ccccc21	-9%	4%	-19%
30	CC1CCCN(c2ccc(C(=O)OCn3nnc4ccccc4c3=O)cc2[N+](=O)[O-])C1 (stereo not drawn)	0%	5%	-12%
31	CCOc1ccc(C2=CSC3=NCCN23)cc1[N+](=O)[O-]	26%	-14%	4%
32	CS(=O)(=O)NCc1ccccc1Br	-8%	·	20%
33	C[C@H](CO)N1C[C@H](C)[C@@H](CN(C)C(=O)Nc2ccccc2)Oc2c(NC(=O)C3CCCCC3)cccc2C1=O	3%	·	-17%
34	COc1ccc(Cn2ccn(Cc3cccc(Cl)c3)c(=O)c2=O)cc1	-1%	·	-7%
35	Cn1ncnc1SCc1cn2cccnc2n1	-8%	5%	56%
36	CCOC(=O)C1=C(C)N(c2ccc(C)c(C)c2)C(=O)/C1=C\c1ccco1	-5%	-1%	-16%
37	COc1ccc2c(c1)c(C(=O)O)c(C)n2-c1ccc(Cl)cc1	1%	8%	-9%
38	Cc1cc(Sc2ccc(Cl)cc2)nc2ccccc12	-10%	·	-1%
39	c1ccc(-c2n[nH]c(-c3ccccn3)n2)cc1	-12%	10%	1%
40	COCCNC(=O)c1sc2nc(-c3ccccc3)cn2c1C	-7%	-5%	-3%
41	CC(=O)N1CCN(c2ccccc2NC(=O)Cc2ccc(Cl)cc2)CC1	-2%	-15%	29%
42	N#CC1=C(N)S[C@H](C(=O)C23CC4CC(CC(C4)C2)C3)[C@H]1c1ccncc1	-20%	-1%	-7%
43	Cc1cccc(NC(=S)N/N=C(\c2ccccc2)C(C)C)c1	0%	7%	-18%
44	COC(=O)CSCc1nc2ccccc2[nH]c1=O	-3%	1%	0%
45	COc1ccc(-n2c(C)nc(=O)c(-c3ccccc3)c2C)cc1	0%	1%	-12%
46	COc1ccc(CCN(C)C(=S)Nc2ccc(SC(F)F)cc2)cc1OC	-9%	-13%	-12%
47	COCCN(CC(=O)NCC1CCCO1)C(=O)CCC(=O)Nc1cc(C)ccn1 (stereo not drawn)	-5%	9%	-2%
48	Cc1ccc(NC(=O)NCCOCCn2c(=O)oc3ccccc32)c(C)c1	-3%	·	-7%
49	CCC(=O)NC(Nc1cc(C)ccn1)(C(F)(F)F)C(F)(F)F	-5%	3%	-4%
50	COC(=O)c1ccccc1NC(=O)C1CCCN(S(=O)(=O)c2ccccc2)C1 (stereo not drawn)	-2%	7%	-2%
51	CN(C)S(=O)(=O)c1cccc(NC(=O)COC(=O)c2cn(-c3ccccc3)nc2-c2ccccc2)c1	-8%	-8%	5%
52	COc1ccc(NC(=O)CNc2ccc(C#N)cc2)cc1	1%	10%	-21%
53	CC(=O)Nc1cccc(NC(=O)CSc2nc(=O)n(Cc3ccncc3)c3c2CCC3)c1	-2%	-1%	3%
54	COc1ccc2c(c1)c(=O)c(C(=O)c1ccc(C)cc1)cn2Cc1ccccc1F	-9%	·	0%
55	COc1ccc(NC(=O)CN(c2ccc(C(C)C)cc2)S(=O)(=O)c2c(C)noc2C)cc1OC	7%	0%	-15%
56	Cc1noc(/C=C/N(C)C)c1S(=O)(=O)N1CCCC(C(=O)Nc2ccc3c(c2)OCO3)C1 (stereo not drawn)	-7%	-4%	-7%
57	O=C(Nc1ccc(OC(F)(F)F)cc1)c1noc2c1CCCC2	3%	·	2%
58	Cc1ccc(CNC(=O)CCCc2nc3ccccc3s2)cc1	-2%	6%	3%
59	Cc1ccc(CCNC(=O)c2ccc3nc(N4CCC(C)CC4)sc3c2)cc1	-4%	·	-14%
60	CC1(C)CC(CCC(=O)Nc2ccccc2Cl)C(=O)O1 (stereo not drawn)	-2%	9%	13%

Further entries.
item	structure	GCN5L2 inh	N370S GC	FEN1 inhibitor
61	COc1ccccc1NC(=O)c1ccc(-n2cncn2)nc1	-3%	2%	15%
62	CCc1ccc(NC(=O)c2cccc(C(=O)Nc3ccc(CC)cc3)n2)cc1	-7%	5%	9%
63	Cn1c(=O)c2c(ncn2CC(=O)N2CCN(c3ccc(F)cc3)CC2)n(C)c1=O	-1%	2%	-3%
64	CCOC(=O)c1c(NC(=O)COC(=O)c2cc(OC)c(OC)cc2[N+](=O)[O-])sc(C)c1CC	-5%	-19%	-7%
65	COc1ccc(-c2[nH]n(-c3ccc([N+](=O)[O-])cc3)c(=O)c2C=NCc2ccccc2)cc1	-8%	4%	-15%
66	COc1cc2c(=O)n(Cc3ccccc3)c(=O)n(CC(=O)C(C)(C)C)c2cc1OC	-1%	10%	-12%
67	CSc1nnc(N(CCC#N)CCC#N)s1	-4%	-9%	-2%
68	Cc1ccc(CNC(=O)C2CCC(=O)N(CCc3ccccc3)C2)s1 (stereo not drawn)	-10%	-7%	-1%
69	CC1CCc2sc(NC(=S)NC(=O)c3ccccc3)c(C#N)c2C1 (stereo not drawn)	-3%	6%	-2%
70	COc1ccccc1NS(=O)(=O)c1ccc2nc(CCl)[nH]c2c1	-2%	4%	1%
71	Cn1c(SCC(=O)c2ccccc2)nnc1-c1cnccn1	-2%	?	6%
72	Cc1cc(C)cc(NC(=S)N2CCN(c3ccc(F)cc3)CC2)c1	4%	-9%	-5%

One compound at a time, from the list above. Screens in order: GCN5L2 inh	N370S GC	FEN1 inhibitor
CCOC(=O)c1c(NC(=O)COC(=O)c2cc(OC)c(OC)cc2[N+](=O)[O-])sc(C)c1CC is listed as -5%	-19%	-7%
Cc1cc(C)cc(NC(=S)N2CCN(c3ccc(F)cc3)CC2)c1 is listed as 4%	-9%	-5%

The results go on.
item	structure	GCN5L2 inh	N370S GC	FEN1 inhibitor
73	Clc1cccc(-c2nc(-c3ccc(-c4nn[nH]n4)cc3)no2)c1	-19%	·	-2%
74	COc1ccc2c(c1)[N+](C)(C)C(C)(C)C=C2C	-2%	-2%	1%
75	O=C(COc1ccccc1)Nc1nc2c(s1)CCCC2	-7%	23%	3%
76	CCOC(=O)c1cnc2c(C)c(Cl)ccc2c1NCCCN1CCOCC1	-5%	-25%	?
77	COc1ccc(N2CCN(c3ncnc4c3nnn4Cc3ccccc3Cl)CC2)cc1	-7%	5%	-10%
78	C[C@@H](CN1CCC[C@H]1CN1C(N)=NC[C@@H]1Cc1ccccc1)N1C[C@@H](Cc2ccccc2)N(CCc2ccc(Cl)c(Cl)c2)C1=N	1%	·	-8%
79	CC1CC(C)CN(C(=O)Nc2ccc(Br)cc2)C1 (stereo not drawn)	-7%	-8%	-5%
80	O=C(Cc1cc(=O)[nH]c(=O)[nH]1)N1CCN(C(=O)c2ccco2)CC1	-5%	5%	23%
81	CCN(CC(=O)Nc1c(F)cccc1F)C(=O)COc1cccc2c1OC(C)(C)C2	-8%	0%	-10%
82	O=C1CCC(CCC(=O)N2CCCC(C(=O)c3ccc(Cl)cc3)C2)=NN1 (stereo not drawn)	1%	-7%	-1%
83	COc1ccccc1CNC(=O)CNCCc1ccc(OC)c(OC)c1	-3%	-24%	-1%
84	Cc1oc2c(C)c3oc(=O)c(CCC(=O)NCCCCCC(=O)O)c(C)c3cc2c1C	-19%	-11%	-6%
85	Cc1cc(C)c(OCC(=O)Nc2nc3ccccc3[nH]2)c(C)c1	-6%	10%	19%
86	CCOc1cc(OCC)nc(S(C)(=O)=O)n1	-2%	1%	-10%
87	COc1ccc(/C=C(\C#N)C(=O)OCC(=O)NCc2ccccc2OC)cc1	-1%	1%	-3%
88	Cc1onc(-c2ccccc2)c1C(=O)OCC(=O)N(C)c1ccccc1	-4%	·	-4%
89	O=C1NC(c2ccc(Br)cc2)=N/C1=C/c1ccco1	35%[activator]	-5%	3%
90	CCOCCCNC(=O)C(c1ccccc1)N(Cc1ccc2c(c1)OCO2)C(=O)c1ccc(NC(C)=O)cc1 (stereo not drawn)	-1%	·	-4%
91	CCCCc1ccc(NC(=S)N2CCN(C)CC2)cc1	-14%	?	0%
92	CCC(O)C1CCN(C(=O)c2cc(COc3ccc(F)cc3F)on2)CC1 (stereo not drawn)	3%	-3%	0%
93	COc1ccc([N+](=O)[O-])cc1NC(=O)C(C)c1ccccc1 (stereo not drawn)	-5%	26%	-8%
94	Cn1c(=NC(=O)C2CC2)sc2cc(F)cc(F)c21	-16%	10%	-9%
95	Cc1cc(C)nc(N2CCC(C(=O)Nc3nnc(C)s3)CC2)n1	-6%	-3%	3%
96	COc1ccc(C)cc1NC(=O)CCNC(=O)Cn1cnc2ccccc2c1=O	5%	-8%	-4%
97	CCCCNc1nc2ccccc2n1CC(=O)Nc1ccc2c(c1)OCCO2	16%	-8%	9%

In the list so far, these contain an NH in an aromatic ring.
item	structure	GCN5L2 inh	N370S GC	FEN1 inhibitor
13	Cn1c(CNC(=O)c2ccccc2F)nnc1SCc1nc2ccccc2c(=O)[nH]1	-6%	6%	·
16	O=C(O)CCc1nnc(SCC(=O)Nc2ccc(Br)cc2)[nH]c1=O	-4%	-8%	-8%
18	CCOc1ccc(OCc2ccc(C(=O)NN=Cc3ccc[nH]3)cc2)cc1	-19%	·	5%
24	CC(=O)c1c(C)[nH]c(C(=O)Nc2cc(C)ccc2C)c1C	-8%	5%	-7%
39	c1ccc(-c2n[nH]c(-c3ccccn3)n2)cc1	-12%	10%	1%
44	COC(=O)CSCc1nc2ccccc2[nH]c1=O	-3%	1%	0%
65	COc1ccc(-c2[nH]n(-c3ccc([N+](=O)[O-])cc3)c(=O)c2C=NCc2ccccc2)cc1	-8%	4%	-15%
70	COc1ccccc1NS(=O)(=O)c1ccc2nc(CCl)[nH]c2c1	-2%	4%	1%
73	Clc1cccc(-c2nc(-c3ccc(-c4nn[nH]n4)cc3)no2)c1	-19%	·	-2%
80	O=C(Cc1cc(=O)[nH]c(=O)[nH]1)N1CCN(C(=O)c2ccco2)CC1	-5%	5%	23%
85	Cc1cc(C)c(OCC(=O)Nc2nc3ccccc3[nH]2)c(C)c1	-6%	10%	19%
